# From PubChem BioAssay
# Exocytosis inh – blocks lytic granule exocytosis. AID 651702. inhibition, % at 10 µM. TALL-104 LAMP-1 surface exposure, flow cytometry; cells stimulated with thapsigargin and PMA. 0.66% of 360,000 active;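 active means inhibition above about 55%, limit read from the data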
# ABCB6 inh 2 – blocks the human ABCB6 transporter; K562-ABCB6 porphyrin accumulation, flow cytometry, 1 h; hits give low values; fluorescence ratio to DMSO, % at 10 µM; 0.19% of 360,000 active;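 active means fluorescence ratio to DMSO below 75%, the collection mean minus 3 SD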;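 further: signal is porphyrin accumulated inside mitochondria; 100% equals median channel fluorescence of DMSO control wells; lower ratio means ABCB6 inhibition with less porphyrin fluorescence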
# PDI turbidity – PDI (human) enzyme inhibition. P07237. PDI insulin aggregation turbidity, A650, 90 min. inhibition, % at 10 µM. 0.052% of 350,000 active. AID 588391;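 active means mean inhibition across replicates of 30% or more, whatever share of single replicates reach that level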;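 further: absorbance from insulin aggregation driven by PDI reduction with DTT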
# CaV13 ICDI inh – Disruptors of the CACNA1D IQ motif to Ca2+-dependent inactivation inhibitor domain association, primary screening, Förster resonance energy transfer in intact living …; HEK cells, CFP/YFP FRET ICDI-IQ, plate reader, 10 min; percent FRET-ratio fall versus neutral wells; 0.098% of 340,000 active; AID 743397; inhibition, % at 12.3 µM;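 active means mean replicate inhibition of at least 30% and at least 1% of replicates passing that level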;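 further: 0% = median of the neutral control wells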
# ABHD5 PLIN5 PPI – inhibitors of human ABHD5-perilipin-5 interaction | 0.78% of 360,000 active | inhibition, % at 4 µM | Q00G26+Q8WTS1 | Split G. princeps luciferase complementation, luminescence, 4 h;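 active means inhibition above the mean inhibition across every tested compound plus 3 SD, cut at about 22% in these data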;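 further: 0% = DMSO only wells and the 100% control is not disclosed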
# Target sequence (Q00G26 whole entry, looked up): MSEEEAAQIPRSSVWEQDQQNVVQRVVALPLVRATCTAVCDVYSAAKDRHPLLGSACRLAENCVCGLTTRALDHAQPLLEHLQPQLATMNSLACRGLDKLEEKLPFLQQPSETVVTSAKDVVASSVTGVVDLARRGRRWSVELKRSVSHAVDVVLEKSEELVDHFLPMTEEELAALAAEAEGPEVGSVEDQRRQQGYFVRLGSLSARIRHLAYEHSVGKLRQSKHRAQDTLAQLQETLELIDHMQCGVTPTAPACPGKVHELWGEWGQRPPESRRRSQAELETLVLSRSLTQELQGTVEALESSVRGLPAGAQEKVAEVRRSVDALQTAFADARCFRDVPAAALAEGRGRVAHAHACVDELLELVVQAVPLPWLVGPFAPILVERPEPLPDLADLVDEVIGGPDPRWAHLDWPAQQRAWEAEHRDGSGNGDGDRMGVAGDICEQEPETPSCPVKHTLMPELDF
# Target sequence (Q8WTS1 whole entry, looked up): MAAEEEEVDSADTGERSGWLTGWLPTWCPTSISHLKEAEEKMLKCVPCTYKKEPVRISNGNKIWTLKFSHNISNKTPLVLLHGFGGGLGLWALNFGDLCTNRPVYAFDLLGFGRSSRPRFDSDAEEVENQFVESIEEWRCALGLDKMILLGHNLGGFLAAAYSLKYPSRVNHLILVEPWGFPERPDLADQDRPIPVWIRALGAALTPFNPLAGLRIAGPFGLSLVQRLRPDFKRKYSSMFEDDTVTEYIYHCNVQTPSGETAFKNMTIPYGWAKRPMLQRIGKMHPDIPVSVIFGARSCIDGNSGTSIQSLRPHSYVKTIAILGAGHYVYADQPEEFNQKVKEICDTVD
# MC4R ag barr – activates human MC4R beta-arrestin recruitment. P32245. U2OS MC4R beta-arrestin complementation, luminescence; percent of melanotan II response, DMSO zero. activation, % at 8.9 µM. 0.98% of 360,000 active;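 active means activation above a per-plate cutoff, the mean activation of sample wells on that plate plus 3 SD, cut at about 8% in these data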
# MC4R antagonist – antagonists of human melanocortin 4 receptor (MC4R) | P32245 | MC4R-expressing cells, MTII-stimulated cAMP, LANCE TR-FRET | inhibition, % at 6.5 µM | 0.48% of 360,000 active | AID 540295;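 active means inhibition above its plate's cutoff, the mean of tested wells on that plate plus 3 SD, cut at about 29% in these data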;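 further: 0% = Melanotan II alone and 100% = Melanotan II plus saturating MCL0020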
#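 system = U2OS cells with stable human MC4R expression | also added = Melanotan II challenge after compound preincubation | dosing = one concentration, 6.5 µM nominal | incubation = compound 30 min, challenge 1 h, detection 1 h | measured by = TR-FRET with Eu-cAMP and labeled anti-cAMP, 671 nm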
# H9c2 protect – myocardial damage modulation in H9c2 cells; protection from H2O2 cell death, % at 20 µM; AID 588492; H9c2 cardiomyocytes, H2O2 injury protection, ATPLite, 2 h; 0.63% of 360,000 active;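 active means compounds giving at least 50% protection of heart cells from peroxide-induced death in the single-dose screen, raw or plate-pattern-corrected value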;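 further: 0% = DMSO wells with peroxide and 100% = DMSO wells without peroxide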
# HTR2A ag – mouse HTR2A agonism via beta-arrestin recruitment. 0.66% of 360,000 active. CHO-K1 mHTR2A beta-arrestin complementation, luminescence; percent of 30 µM serotonin response. activation, % at 7.6 µM. P35363;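 active means activation above a run cutoff, the mean activation of all tested compounds plus 3 SD, cut at about 14% in these data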;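 further: 0% = plate median of compound wells and 100% = 30 µM serotonin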
# N-glyco inh – blocks N-linked glycosylation in D54 reporter cells; AID 588692; 0.23% of 360,000 active; D54 ERlucT glycosylation luciferase reporter, 24 h; percent of 100 nM tunicamycin response; reporter increase, % at 12.5 µM;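 active means mean luciferase reporter signal, scaled so untreated is 0 and the glycosylation-blocking control 100, at or above a set limit in every replicate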;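 further: luciferase carries N-glycosylation sites so blocking glycosylation raises the light; 0% = median of neutral control wells and 100% = median of 100 nM tunicamycin wells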
# * hit, by the source's call; . = not tested or not shown.
SMILES,Exocytosis inh,ABCB6 inh 2,PDI turbidity,CaV13 ICDI inh,ABHD5 PLIN5 PPI,MC4R ag barr,MC4R antagonist,H9c2 protect,HTR2A ag,N-glyco inh
COC(=O)Cc1ccc(NC(=S)N2CCN(c3ccc(OC)cc3)CC2)cc1,-1,96,0,-2,-1,-0.9,13,-7,0,-3
CCCOc1ccc(/C=C/C(=O)N2CCN(c3ccccn3)CC2)cc1,-5,96,2,.,2,-3.0,14,4,-5,1
O=C1C=C(N2CCOCC2)CCC1,-13,101,2,-5,27*,1.1,3,1,-2,4
COc1ccc(/C=C(\NC(=O)c2ccccc2)C(=O)N/N=C/c2cccnc2)cc1,17,93,-3,11,6,-0.9,3,6,0,-1
CC(=O)NCCNC(=O)C1Cc2c(-c3ccccc3)ccnc2O1 (centres undefined),-4,95,-5,-5,-6,-1.2,5,2,-5,0
C=CCOc1ccc(-c2nc3c(c(=O)[nH]c(=O)n3CCCC)n2C)cc1OC,-4,100,4,-4,-4,1.4,2,1,3,-2
CC[C@]12c3[nH]c4ccc(Cl)cc4c3CCN1C(=O)[C@@H](CC(=O)NC(C)(C)C)C[C@@H]2C(=O)N1CCN(C(=O)c2ccco2)CC1,-3,101,13,-7,-6,-2.4,0,15,-3,1
c1ccc(-c2nc(NCC3CC3)nc3ccsc23)cc1,19,94,1,-12,-8,-0.2,-1,-3,-6,1
Cc1c(Cl)cccc1NC(=O)Cn1c(CCC(=O)O)ccc1-c1ccc(Cl)cc1,6,101,-8,-5,3,0.9,12,3,-2,-1
COCCn1c(C(F)(F)F)ccc(NC(=O)c2ccccc2)c1=O,-10,95,-49,-7,-4,1.1,11,-7,-1,-6
CCOC(=O)c1c(C)c(C(=O)NCc2cccs2)c(C)n1CC,-4,98,5,-6,-3,-3.4,-1,3,-1,-3
Cc1ccc(CNS(=O)(=O)c2ccc(C)s2)cc1,-2,88,6,-2,7,-1.3,2,2,-5,-1
O=C(NCCN1CCOCC1)c1ccc(Cl)c(Cl)c1,4,98,1,3,-6,-0.8,0,1,-6,0
CCOC(=O)c1c(-c2ccccc2)csc1NC(=O)CCN1CCOCC1,-13,94,3,-1,-6,-0.1,3,3,3,-2
CCC(C)(NC(=O)c1ccc2c(c1)OCO2)C(=O)NC1CCCCC1 (centres undefined),-2,87,3,-4,1,-1.7,4,6,2,1
c1ccc(Nc2ccccn2)nc1,10,97,-2,5,0,-0.2,15,0,-4,1
COc1ccc(/C(N)=N/OC(=O)CCCN2C(=O)c3ccccc3C2=O)cc1OC,2,93,-2,-6,0,2.0,2,4,2,0
O=C(COC(=O)/C=C/c1cccc(C(F)(F)F)c1)NC(c1ccccc1)c1ccccc1,-1,102,2,-4,-6,0.8,12,-5,1,1
CS(=O)(=O)N(CC(=O)Nc1ccccc1C(=O)N1CCOCC1)c1cccc(F)c1,1,91,2,.,3,-2.6,2,3,0,0
COc1cccc(NC(=O)Nc2ccc(C)c(Cl)c2)c1,2,94,-4,-5,0,4.4,10,-10,-3,-4
CCCCOC(=O)n1c(=O)oc2cc(S(=O)(=O)N3CCCCC3)ccc21,-1,98,-2,-4,-78,6.3,4,-10,1,-1
Cc1cccc(N=Nc2cn[nH]c2-c2ccco2)c1,-4,91,3,0,1,-1.3,0,-1,3,-1
O=C(O)/C(=C1/OC(=O)c2ccccc21)c1ccccc1,-2,101,-7,-5,-1,-1.4,4,-27,-3,2
C(=C\c1nnc2c3ccccc3ncn12)/c1ccccc1,36,101,1,-4,4,4.4,-19,2,0,3
CC(C)(C)c1ccc(C(=O)N/C(N)=N/c2nc3ccccc3o2)cc1,3,94,-8,.,7,2.6,22,-11,0,0
SMILES,Exocytosis inh,ABCB6 inh 2,PDI turbidity,CaV13 ICDI inh,ABHD5 PLIN5 PPI,MC4R ag barr,MC4R antagonist,H9c2 protect,HTR2A ag,N-glyco inh
COc1cccc(NC(=O)COc2cc(C)cc3oc(=O)cc(C)c23)c1,7,99,7,-2,-2,3.0,16,0,2,1
C[C@H]1CCCCO[C@H](CN(C)C(=O)C2CCCCC2)[C@@H](C)CN([C@@H](C)CO)C(=O)c2cc(NC(=O)NC3CCCCC3)ccc2O1,-3,97,3,-3,-2,-1.6,5,-4,-2,-2
CCc1nc2ccccc2c(C(=O)Nc2cccc(C)c2)c1C,-1,99,2,-5,7,0.6,0,12,4,-1
CCOC(=O)/C(C#N)=C/c1c(N2CCN(C)CC2)nc2ccccn2c1=O,-12,93,3,-21,6,-3.5,0,3,-9,2
O=C(O)c1nnn(-c2cc(C(F)(F)F)cc(C(F)(F)F)c2)c1-c1ccccc1,-1,100,-1,-15,7,-2.5,-3,0,0,2
O=C(NC1CC1)c1cc(-c2ccc(Br)cc2)nc2ccccc12,-3,101,6,-8,-13,-1.9,3,4,-2,1
O=C(c1ccc(Cl)c(Cl)c1)N1CCC(O)(CN2CCOCC2)CC1,0,101,-1,1,5,-2.9,-3,-6,1,2
Cc1cc(=O)n2[nH]c(C)c(-c3ccc(Cl)cc3)c2n1,-2,92,-2,-2,-5,0.0,-8,12,-4,2
Cc1cc(O)c(/C=N/OCc2ccc(Cl)cc2Cl)c(=O)o1,-4,104,9,-4,2,-2.5,1,-6,0,-1
CC(C)=C1C2C=CC1C1C(=O)N(c3ccc4c(c3)OCO4)C(=O)C21 (centres undefined),42,100,-4,-4,7,-1.5,0,-2,2,1
Cc1cccn2c(=O)c3cc(S(=O)(=O)c4ccccc4)c(=N)n(Cc4cccnc4)c3nc12,-2,99,3,3,0,0.3,-12,20,3,-3
CNc1cnc(-c2ccsc2)cn1,5,97,0,-9,0,-1.8,8,6,0,3
COC(=O)c1cc(OC)c(OC)cc1N,3,102,2,.,8,0.4,0,11,-2,1
CC(NS(=O)(=O)c1ccc(OCC(=O)Nc2cccc([N+](=O)[O-])c2)cc1)c1ccccc1 (centres undefined),15,98,0,-19,2,-3.1,-4,-6,-3,0
Cc1ccccc1/C=C\c1nc2ccccc2c(=O)n1Cc1ccccc1,10,99,-4,-3,-2,-1.9,1,-4,6,-1
O=C1C=C(c2ccccc2)C(O)(c2ccccc2)C1 (centres undefined),-4,101,-2,-8,-2,-2.7,2,0,0,-1
Cc1sc2nc(CSc3nc4ccccc4c(=O)n3CCCN3CCOCC3)[nH]c(=O)c2c1C,-1,235,1,-4,0,2.6,-4,19,2,-3
CC(=O)N(Cc1ccc(Br)cc1)c1ccccc1C(=O)O,1,97,-1,3,-2,-4.1,17,-2,-4,0
CCOC(=O)N1CCN(S(=O)(=O)c2c[nH]c(C(=O)OC)c2)CC1,1,100,-6,-16,-2,-0.5,7,2,5,-1
CCOC(=O)c1ccc(NC(=O)CCC(=O)NCc2ccco2)cc1,-2,93,4,-6,-1,-1.2,1,8,3,1
CCOc1ccc2nc(NC(=O)C3=NNC(=O)CC3)sc2c1,-1,96,-6,-3,3,3.4,-3,-2,2,0
O=C(NCCCN1CCCC(O)C1)c1cc(COc2ccc(F)cc2F)on1 (centres undefined),-2,98,11,-6,4,1.1,1,-2,-4,4
CC(C)CNc1ncnc2c1ncn2[C@H]1CN(Cc2ccco2)C[C@@H](CO)O1,8,91,-9,-3,0,0.9,4,3,0,0
COc1ccc(NS(=O)(=O)c2ccc(NC(=O)C(C)(C(F)(F)F)C(F)(F)F)cc2)nn1,6,97,-6,-6,8,0.3,4,1,4,-2
COc1ccc(N2CCN(S(=O)(=O)CCNC(=O)c3cccs3)CC2)cc1,2,98,-6,-16,7,-3.8,3,-4,0,0
SMILES,Exocytosis inh,ABCB6 inh 2,PDI turbidity,CaV13 ICDI inh,ABHD5 PLIN5 PPI,MC4R ag barr,MC4R antagonist,H9c2 protect,HTR2A ag,N-glyco inh
NS(=O)(=O)c1ccc(CCNCc2ccccc2OCc2ccc(Cl)cc2)cc1,57*,90,-3,-5,11,0.0,-4,-12,-7,-3
CN(C(=O)c1ccc(-c2nn(C)c(=O)c3ccccc23)cc1)C1CCCCC1,-2,92,-1,-3,4,0.4,5,-12,-5,2
CCc1ccc(N(C(=O)c2ccoc2C)C(C(=O)NC2CCCC2)c2ccc(OC)cc2)cc1 (centres undefined),4,97,0,-8,-7,3.0,5,-3,-4,-8
CC(C)C(C(=O)O)N1C(=O)/C(=C/c2cccn2C)SC1=S (centres undefined),-1,104,4,-5,1,2.1,6,3,-1,1
O=C(CN1CCN(S(=O)(=O)c2ccccc2)CC1)Nc1cccc(C(F)(F)F)c1,-5,98,1,-5,1,2.8,3,-2,-3,0
COc1cccc(/C=C/C(=C2/C(=O)N(c3ccccc3)N=C2C)c2ccccc2)c1OC,-5,101,-7,-18,-2,1.7,18,0,2,4
CC1CCCCN1C(=O)CCn1c(=O)oc2ccccc21 (centres undefined),-4,100,-36,-2,-2,0.2,11,3,-3,0
CCOc1cc(C(=O)Nc2cccc3ncccc23)cc(OCC)c1OCC,-6,87,1,-7,-5,-1.4,1,2,0,2
Cc1nn(C(=O)c2cccnc2)c(C)c1Sc1ccc(Br)cc1,59*,100,-7,.,-12,-0.6,13,-20,-3,1
O=C(NCC(=O)N(c1cccnc1)C(C(=O)NC1CCCCC1)c1ccccc1)c1ccco1 (centres undefined),-14,90,16,-2,3,-1.1,2,-5,0,2
O=C(Cc1ccccc1Cl)Nc1cccc(S(=O)(=O)N2CCCCCC2)c1,3,91,1,-3,-14,-2.1,4,-4,-3,-4
O=C(O)c1ccc(CN2CCCCC2)o1,2,95,3,-8,14,0.2,-3,7,3,2
O=C(NCc1nnc(SCc2ccc(F)cc2)n1-c1ccc(F)cc1)C12CC3CC(CC(C3)C1)C2,-1,103,-6,-19,4,7.4,14,5,1,-6
CCNC(=O)NC(=O)CSc1nc2ccccc2n1CCOC,-4,94,11,-5,1,0.1,1,7,0,0
COc1cccc(-c2cnc3c(NC(C)=O)cc(-c4ccncc4)cn23)c1,-1,89,-6,-5,11,5.1,7,27,3,0
CC(C)CC(NC(=O)C1CCCCC1)C(=O)N1CCN(c2ccccn2)CC1 (centres undefined),-5,97,5,-5,-3,0.9,-2,2,3,-2
CC(C)N(C(=O)COC(=O)c1ccc(O)cc1)C(C)C,-11,195,20,-1,0,-2.0,3,11,1,0
Cc1nc2ccc([N+](=O)[O-])cc2[nH]1,1,102,1,-5,-1,-2.3,-1,2,2,1
CSc1ncccc1C(=O)OCC(=O)c1ccccc1,0,96,0,-1,3,-0.7,7,-6,-2,1
O=C(c1ccccc1Nc1ccc(SC(F)F)cc1)N1CCCCC1,0,99,1,-8,3,1.7,9,-1,-4,-2
COc1ccc(N2CCN(CC(=O)Nc3cccc(S(=O)(=O)N4CCOCC4)c3)CC2)cc1,-3,89,6,-5,-5,-2.2,1,-2,3,-1

# 3 entries out of the list, arranged by heavy-atom count, highest first.
SMILES,Exocytosis inh,ABCB6 inh 2,PDI turbidity,CaV13 ICDI inh,ABHD5 PLIN5 PPI,MC4R ag barr,MC4R antagonist,H9c2 protect,HTR2A ag,N-glyco inh
O=C(NCC(=O)N(c1cccnc1)C(C(=O)NC1CCCCC1)c1ccccc1)c1ccco1 (centres undefined),-14,90,16,-2,3,-1.1,2,-5,0,2
Cc1nn(C(=O)c2cccnc2)c(C)c1Sc1ccc(Br)cc1,59*,100,-7,.,-12,-0.6,13,-20,-3,1
CSc1ncccc1C(=O)OCC(=O)c1ccccc1,0,96,0,-1,3,-0.7,7,-6,-2,1
